Rac1 wt modul: human Rac1 wildtype GTP binding, inhibitors and activators; P63000; GST-Rac1 beads, fluorescent GTP binding, flow cytometry; actives lie on both sides; 0 = cold GTP competed, 100 = untreated; GTP binding activity (% of control), % at 10 µM; 190,000 tested, 0.27% active; AID 757;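 active = GTP binding activity at least 20 points away from the 100% control level, either lower or higher; inconclusive = compound flagged as likely green fluorescent, judged across all proteins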
Bcl-XL Bim block: human Bim-Bcl-XL interaction inhibition | Q07817 | Bim peptide-Bcl-XL binding, bead flow cytometry, fluorescence | inhibition, % at 10 µM | 190,000 tested, 0.04% active | AID 1007
HRas wt GTP: changes GTP binding to wildtype human HRas. P01112. GST-Ras wt beads, Bodipy-FL-GTP binding, flow cytometry; actives lie on both sides. GTP binding activity, % at 10 µM. 190,000 tested, 0.14% active;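 active = GTP binding activity at least 20% away from the 100% baseline, either lowered as inhibitor or raised as activator; inconclusive = flagged as likely green fluorescent, judged across all proteins in the well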;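 also: 0% = unlabeled GTP competition control and 100% = no-compound control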
Target sequence (P01112 whole entry, looked up): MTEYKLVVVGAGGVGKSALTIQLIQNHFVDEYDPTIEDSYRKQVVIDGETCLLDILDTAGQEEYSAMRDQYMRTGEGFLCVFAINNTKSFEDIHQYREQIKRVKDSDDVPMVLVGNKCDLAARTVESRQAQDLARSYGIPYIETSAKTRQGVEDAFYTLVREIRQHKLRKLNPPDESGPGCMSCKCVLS
Bim-Bfl-1: inhibitors of Bim-Bfl-1 interaction, human; inhibition, % at 10 µM; Q16548; Bead-based flow cytometry, Bim-Bfl-1 binding inhibition; AID 1008; 190,000 tested, 0.12% active;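 also: 0% = wells without compound plus tracer and 100% = blocker peptide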
Rac1 act GTP bind: alters GTP binding to activated mutant human Rac1 | P63000 | GST-Rac1 activated beads, fluorescent GTP binding, flow cytometry; actives lie on both sides; 100% means binding = to untreated wells | percent activity (GTP binding), % at 10 µM | 190,000 tested, 0.11% active | AID 764;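 active = GTP binding at least 20 percentage points away from the 100% baseline, in either direction, so actives lie on both sides; inconclusive = Compound likely fluorescent itself, or too few beads counted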
Bim-Bcl-B: disrupts Bim peptide binding to human Bcl-B | Q9HD36 | bead-based flow cytometry | inhibition, % at 10 µM | 190,000 tested, 0.073% active | AID 951;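 also: 0% = tracer peptide without compound and 100% = reference inhibitor peptide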
Bcl-2 Bim block: inhibitors of Bim-Bcl-2 interaction, human; AID 950; P10415; Bead-based flow cytometry, Bim peptide-Bcl-2 binding; inhibition, % at 10 µM; 190,000 tested, 0.06% active; in the data active = inhibition above about 40%; inconclusive = no clear call, values can overlap the other calls;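 also: 0% = no compound wells with probe peptide and 100% = reference peptide inhibitor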
Target sequence (P10415 whole entry, looked up): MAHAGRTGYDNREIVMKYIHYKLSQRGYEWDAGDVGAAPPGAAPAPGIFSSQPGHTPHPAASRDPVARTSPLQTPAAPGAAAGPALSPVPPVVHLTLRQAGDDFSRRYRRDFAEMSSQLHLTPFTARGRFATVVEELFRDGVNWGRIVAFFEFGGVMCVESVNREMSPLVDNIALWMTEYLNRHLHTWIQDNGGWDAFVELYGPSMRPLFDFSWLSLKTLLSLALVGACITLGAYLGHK
Rab2 wt GTP: changes GTP binding to wildtype dog Rab2A, up or down. 190,000 tested, 0.19% active. GST-Rab2 wt beads, Bodipy-GTP binding, flow cytometry. AID 760. GTP binding activity, % at 10 µM. P61105;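 active = GTP binding activity at least 20 points away from 100%, either lowered or raised; inconclusive = signal likely due to the compound's own green fluorescence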;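 also: 0% = beads with excess unlabeled GTP and 100% = no-compound control corrected for plate trend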
Rab7 wt modul: dog Rab7 wildtype GTP binding, inhibitors and activators; GST-Rab7 beads, fluorescent GTP binding, flow cytometry; actives lie on both sides; untreated = 100%, excess cold GTP = 0%; GTP binding activity (percent of control), % at 10 µM; 190,000 tested, 0.055% active;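 active = fluorescent GTP binding to Rab7 beads changed by at least 20 points from the 100% baseline, either direction, mostly lower; inconclusive = compound itself probably fluorescent, or too few beads counted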;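 also: median green fluorescence of bound Bodipy-FL-GTP per Rab7 bead population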
Bim-Bcl-W: disrupts Bim peptide binding to human Bcl-W; Q92843; bead-based flow cytometry; inhibition, % at 10 µM; 190,000 tested, 0.02% active; AID 952;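 also: 0% = bound tracer without compound and 100% = peptide blocker; higher means less fluorescent Bim peptide bound to Bcl-W beads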
Target sequence (Q92843 whole entry, looked up): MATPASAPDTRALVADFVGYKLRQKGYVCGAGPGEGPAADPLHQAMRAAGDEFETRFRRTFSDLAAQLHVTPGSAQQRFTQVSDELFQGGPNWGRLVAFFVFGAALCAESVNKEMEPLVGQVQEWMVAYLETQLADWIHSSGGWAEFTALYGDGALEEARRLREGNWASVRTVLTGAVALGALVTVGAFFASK
Cdc42 wt GTP: human Cdc42 wildtype GTP binding change, either direction. P60953. GST-Cdc42 beads, Bodipy-GTP binding, flow cytometry; actives lie on both sides. percent activity (GTP binding), % at 10 µM. 190,000 tested, 0.2% active. AID 761;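 active = percent activity GTP binding at least 20 points away from the 100% baseline, either down as inhibitor or up as activator; inconclusive = compound flagged as likely green fluorescent from well-wide comparison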;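 also: median bead fluorescence of bound Bodipy-FL-GTP at 100 nM; 0% = excess unlabeled GTP control and 100% = no compound control; below 100% means less GTP binding so inhibitor and above means activator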
Target sequence (P60953 whole entry, looked up): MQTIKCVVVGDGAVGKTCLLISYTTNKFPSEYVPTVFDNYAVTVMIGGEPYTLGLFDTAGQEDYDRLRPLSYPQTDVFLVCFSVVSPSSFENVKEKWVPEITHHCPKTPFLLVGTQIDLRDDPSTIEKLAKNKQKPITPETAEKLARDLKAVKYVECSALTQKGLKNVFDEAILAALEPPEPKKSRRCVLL
* hit, by the source's call; u = inconclusive; x = no result given. Rule as the data show it, unless noted: active = inhibition above about 40%. Compounds as they come. Share with any hit: about 0.62%.

Rac1 wt modul,Bcl-XL Bim block,HRas wt GTP,Bim-Bfl-1,Rac1 act GTP bind,Bim-Bcl-B,Bcl-2 Bim block,Rab2 wt GTP,Rab7 wt modul,Structure,Bim-Bcl-W,Cdc42 wt GTP
102,-6,100,-7,98,-9,-6,97,101,CN(C)C(=O)/C(=C/c1cn(-c2ccccc2)nc1-c1cccc([N+](=O)[O-])c1)NC(=O)c1ccccc1,-4,101
100,-4,99,-2,98,-9,0,99,101,COc1ccc(OC)c(NC(=O)Nc2nnc(N3CCC(C)CC3)s2)c1,-3,99
97,1,97,-2,98,-2,-3,98,99,NC(=O)c1cc(-c2ccncc2)nc2ccc(Cl)cc12,3,97
94,-2,101,-10,93,-5,-7,99,97,COc1ccc(Nc2nc3c(c(=O)n(C)c(=O)n3C)n2CCO)cc1,3,95
101,-3,103,-5,97,-6,-2,100,106,Nn1c(SCC(=O)Nc2ccc3c(c2)OCO3)nnc1C(F)(F)F,1,100
94,-5,96,-5,94,-8,-3,95,92,Cn1c(SCC(=O)c2ccccc2F)nnc1C1CC1,-4,97
99,-1,99,-1,97,-4,0,97,101,CCC1=NC(c2ccc(OC)cc2OC)N(O)C1(C)C (stereo not given),-1,97
96,2,98,-1,95,0,0,97,98,CC(C)(C)c1ccc(C(=O)NCc2ccc(Cl)cc2)cc1,0,95
95,0,94,-8,96,-3,-6,91,95,COCCN1Cc2cccc(C(=O)Nc3ccc(C)cc3)c2C1=O,1,94
100,-2,103,6,101,-5,0,104,97,Cc1ccc(/C([O-])=C(/C(=S)NCc2ccco2)[n+]2ccccc2)cc1,2,104
109,-5,102,-8,100,-5,-9,102,101,COc1cc(S(=O)(=O)NC2CCCC2)ccc1F,0,105
99,-5,100,-10,100,-5,-10,98,103,COC(=O)Nc1ccc2ncn(C)c(=O)c2c1,1,99
109,-3,104,-12,101,-8,-11,104,103,COc1cccc(C(=O)N(CN2CCCC2=O)c2cccc(Cl)c2)c1,0,103
104,-13,100,-11,100,-16,-24,99,97,COC(=O)C(C)NC(=O)c1ccc(C(C)(C)C)cc1 (stereo not given),-5,95
95,-4,94,-16,94,-11,-12,94,97,Cc1cc2ncn(CCOc3ccccc3C#N)c2cc1C,-1,95
97,1,99,8,96,3,0,99,100,Cc1c(NC(=O)CS(=O)(=O)c2ccccc2)c(=O)n(-c2ccccc2)n1C,5,95
103,-4,101,-3,98,-4,-3,100,101,O=C(CN1CCOc2ccccc21)NCc1ccccc1,-5,100
101,-3,99,-1,97,-4,-3,99,100,COc1ccc(-c2nnn(CCc3nn[nH]n3)n2)cc1OC,-3,100
103,0,97,-4,98,-1,0,100,106,CSc1ncccc1C(=O)OCC(=O)NC(C)C,0,95
99,-5,98,0,96,-2,0,97,96,CC(C)(C)c1ccc(C(=O)NCC(=O)O)cc1,2,101
104,-9,100,-22,99,-11,-15,100,100,CC(C)CC(NC(=O)C1CCC(C)CC1)C(=O)Nc1ccccn1 (stereo not given),-3,99
102,0,103,3,100,2,2,101,102,CN(C)c1ccc(CN2CCCCCC2)cc1,2,103
99,-1,96,-4,95,0,-2,97,94,O=c1[nH]c(SCc2ccccc2)nc2ccsc12,2,94
101,-2,99,-5,99,-1,0,98,97,O=C1CCc2cc(S(=O)(=O)NC(Cc3ccccc3)C(=O)NC3CCCC3)ccc2N1 (stereo not given),2,100
108,-2,102,1,101,-1,-10,100,99,COc1cc(C(=O)N2CCCc3ccccc32)cc(OC)c1OC,-2,102
98,-1,97,-5,97,-1,-2,97,102,C#CCNC(=O)C1=C[C@H](c2coc3ccccc3c2=O)C[C@H](OCc2ccc(CO)cc2)O1,-1,97
u,-3,u,-3,u,-4,-1,u,u,Cn1c(SCCOc2cccc(Cl)c2)nnc1-c1ccncc1,-3,u
99,x,99,x,98,x,x,99,97,COCCn1c(N/N=C(C)/C=C/c2ccccc2)nc2c1c(=O)[nH]c(=O)n2C,x,99
98,-5,98,-5,97,-3,-1,100,97,CCOC(=O)C1(Cc2cccc(OC)c2)CCN(C2CCOCC2)CC1,-3,98
103,-5,102,-9,99,-5,-9,99,100,NS(=O)(=O)c1ccc(NC(=O)NC2CCCCC2)cc1,1,102
100,1,99,0,98,1,0,98,101,COc1cc2c(C#N)c(N3CCc4ccccc4C3)nc(N)c2c(N)n1,2,97
106,-4,100,1,98,-33,-7,101,102,CCOC(=O)c1c(NC(=O)CSc2nc3nc(C)cc(C)n3n2)sc(CC)c1C,-5,102
98,-5,98,-2,98,-1,-1,101,105,CCOC(=O)C1(CC2CCCCO2)CCN(Cc2cccnc2)CC1 (stereo not given),-2,95
103,0,100,-8,99,-11,-6,100,98,CC1=Nn2c(nnc2-c2ccccc2Cl)SC1,1,100
95,-15,97,-13,93,-9,-12,95,96,COc1ccc(CCNC(=O)C23CN(Cc4ccccc4)CC2C(c2cccc([N+](=O)[O-])c2)=NO3)cc1 (stereo not given),-1,95
100,-6,99,-12,97,-9,-12,99,97,Cc1onc(-c2c(Cl)cccc2Cl)c1C(=O)Nc1c(C)n(C)n(-c2ccccc2)c1=O,-1,97
104,-4,102,-11,100,-7,0,101,101,C/C(Cl)=C/CSc1nc2c(c(=O)[nH]c(=O)n2C)n1C(C)C,2,103
106,-12,103,-13,103,-13,-9,102,102,O=C(C[n+]1cc(-c2ccccc2)n2c1CCC2)N1c2ccccc2Sc2ccccc21,-8,100
104,-5,100,0,99,0,3,100,100,COCCN(C(=O)Cn1nnc2ccccc21)C(C(=O)NC1CCCC1)c1ccc(OC)cc1OC (stereo not given),-2,98
100,-6,100,-1,98,-10,1,100,95,CCOC(=O)c1ccc(NC(=O)CN2C(=O)CSC(C)C2=O)cc1 (stereo not given),-5,100
101,-5,98,-7,97,-9,0,97,96,C(=C\c1nc(-c2ccccc2)no1)/c1ccccc1,-5,103
98,-5,96,-6,95,-8,-1,97,97,O=C1COc2ccc(C(=O)CSc3nnc(-c4cccs4)n3Cc3ccccc3)cc2N1,-4,95
92,-6,91,-7,93,3,-6,93,96,COC(=O)c1cc2c(C)c(C)c3ccccn3c-2c1C(=O)OC,6,91
98,-8,94,-6,92,-4,-5,93,96,COc1ccc(/C=C2\SC(=O)N(CC(=O)NNC(=O)c3ccccc3O)C2=O)cc1OC,-7,98
107,-1,107,0,103,0,-1,108,109,O=C(C1Cc2ccccc2CN1S(=O)(=O)c1cccs1)N1CCCCC1 (stereo not given),-2,107
103,-1,101,-3,97,-5,-3,99,100,O=C(CCc1ccc(S(=O)(=O)NC2CCCCC2)cc1)NCc1cccnc1,-1,103
96,-8,94,-2,95,-15,-3,93,94,Cc1ccc(CN(Cc2cccnc2)C(=S)Nc2cc(Cl)ccc2C)cc1,-5,95
105,-1,102,0,100,-1,0,102,99,O=C(O)C(CCCCN1C(=O)C2C3C=CC(C3)C2C1=O)N1C(=O)C2C3C=CC(C3)C2C1=O (stereo not given),1,104
98,-1,97,-6,93,0,1,95,97,O=C(c1ccccc1)c1c[nH]c(C(=O)NNc2ccccc2)c1,0,93
108,-4,105,-1,98,-2,0,103,104,COc1ccc(C(=O)NC2CCN(CC(=O)Nc3cccc(C)c3)CC2)cc1OC,-3,101
93,-3,93,-1,94,0,0,91,98,COc1ccc(-c2cc(-c3n[nH]c(=S)n3-c3ccccc3OC)[nH]n2)cc1,3,96
97,2,97,4,92,-6,3,96,102,O=C(CSc1ccc2ccccc2c1)NCCc1ccc(O)c(O)c1,11,92
105,-2,102,-1,99,-3,0,100,100,COc1ccccc1C(=O)Nc1ccc(NC(=O)c2ccco2)c(C)c1,-5,106
102,-3,99,-10,99,-4,-10,99,103,COC(=O)c1cc2ccsc2n1Cc1nc(-c2ccc(Cl)cc2)oc1C,4,100
95,-2,94,-3,94,0,-1,92,99,Cc1ccc(S(=O)(=O)CCC(=O)OCc2ccc(Cl)c(Cl)c2)cc1,2,99
95,2,95,6,93,0,2,93,91,Cc1cc(C(=O)N/N=C/c2ccc3c(c2)OCO3)c(C)n1-c1ccc(F)cc1,1,93
99,2,99,-3,97,0,-1,101,103,CC(C)n1nc(CC(=O)O)c2ccccc2c1=O,2,96

Exported comma-delimited: entries from further up.
canonical_smiles,Rac1 wt modul,Bcl-XL Bim block,HRas wt GTP,Bim-Bfl-1,Rac1 act GTP bind,Bim-Bcl-B,Bcl-2 Bim block,Rab2 wt GTP,Rab7 wt modul,Bim-Bcl-W,Cdc42 wt GTP
Cn1c(SCC(=O)c2ccccc2F)nnc1C1CC1,94,-5,96,-5,94,-8,-3,95,92,-4,97
CN(C)C(=O)/C(=C/c1cn(-c2ccccc2)nc1-c1cccc([N+](=O)[O-])c1)NC(=O)c1ccccc1,102,-6,100,-7,98,-9,-6,97,101,-4,101

Screening data from PubChem BioAssay.
